TRPN1 ag: zebrafish TRPN1 channel agonists, primary screen, cell-based, HEK293, calcium fluorescence; activation, % at 3 µM; transient receptor potential cation channel N1 (TRPN1/NompC), Danio rerio; AID 1424, 2008; 220,000 compounds, 0.18% hits; HEK293 zebrafish TRPN1-YFP, Fluo-8 calcium fluorescence; 100% = response to 87 µM carbachol;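 active means activation above its plate's cutoff, the mean activation of test wells on that plate plus 3 SD, cut at about 19% in these data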;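 further: 0% = DMSO alone and 100% = 87 µM carbachol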
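Material – zebrafish TRPN1-YFP in HEK293 cells · Doses – 3 µM single point · Schedule – dye 1 h 37 °C plus 30 min RT · Signal – Fluo-8 calcium fluorescence, excitation 470-495 nm, emission 515-575 nm · Read-out – % activation versus carbachol response · Control set – carbachol high, DMSO low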
EBV gp42 block: Epstein-Barr virus gp42 inhibitors, primary screen, biochemical, uHTS, fluorescence polarization | inhibition, % (tested at 21.74 µM) | Fluorescence polarization binding assay, mP read-out | 220,000 compounds, 0.42% hits | AID 1085, 2008 | Glycoprotein 42 (Epstein-Barr virus (strain AG876)), Q1HVG2; in the data active means inhibition above about 50%
Target sequence (Q1HVG2 whole entry, looked up): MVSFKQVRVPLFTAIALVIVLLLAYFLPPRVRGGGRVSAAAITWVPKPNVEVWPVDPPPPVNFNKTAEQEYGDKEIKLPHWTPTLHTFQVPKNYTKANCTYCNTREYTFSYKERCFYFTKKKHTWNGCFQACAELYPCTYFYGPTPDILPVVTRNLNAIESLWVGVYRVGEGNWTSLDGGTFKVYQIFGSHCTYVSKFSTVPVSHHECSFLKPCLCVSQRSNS
Tb hexokinase: Trypanosoma brucei hexokinase 1 inhibitors, primary screen, biochemical, G6PDH-coupled NADH absorbance, MLSCN library; hexokinase 1 [Trypanosoma brucei]; recombinant TbHK1, G6PDH-coupled NADH A340; inhibition, % at 10 µM; 220,000 compounds, 0.11% hits; AID 1430, 2008;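 active means inhibition of 50% or more in the single-dose primary screen; inactive means inhibition below 50%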
thrombin 1536: human alpha-thrombin inhibitors, primary screen, counter-screen for coagulation protease inhibitor project, biochemical, 1536-well, fluorogenic AMC substrate; inhibition, % at 5 µM; 220,000 compounds, 0.26% hits; Prothrombin (Homo sapiens), P00734; AID 1046, 2008; Boc-VPR-AMC fluorogenic substrate cleavage;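 active means inhibition at or above 40%; inactive means inhibition below 40%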;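 further: 0% = enzyme with no compound and 100% = wells without enzyme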
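Material: Human alpha-thrombin protein | Buffer or medium: pH 7.5 Tris-saline with Tween 20 | Reagent: Boc-VPR-AMC substrate, 15 µM final | Schedule: Reaction at ambient temperature | Detection: AMC fluorescence at 355 nm excitation and 460 nm emission | Evaluation: Percent inhibition scaled between no-compound controls and no-enzyme blanks | Controls: no-compound enzyme wells and no-enzyme blanks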
Furin inhibitor: human furin inhibitors, primary screen, biochemical, fluorescence intensity; P09958; purified furin, fluorogenic substrate cleavage; inhibition, % at 30 µM; 220,000 compounds, 0.061% hits; in the data active means inhibition above about 25%; further: inactives centre near -15
Target sequence (P09958 108-714 limits assumed): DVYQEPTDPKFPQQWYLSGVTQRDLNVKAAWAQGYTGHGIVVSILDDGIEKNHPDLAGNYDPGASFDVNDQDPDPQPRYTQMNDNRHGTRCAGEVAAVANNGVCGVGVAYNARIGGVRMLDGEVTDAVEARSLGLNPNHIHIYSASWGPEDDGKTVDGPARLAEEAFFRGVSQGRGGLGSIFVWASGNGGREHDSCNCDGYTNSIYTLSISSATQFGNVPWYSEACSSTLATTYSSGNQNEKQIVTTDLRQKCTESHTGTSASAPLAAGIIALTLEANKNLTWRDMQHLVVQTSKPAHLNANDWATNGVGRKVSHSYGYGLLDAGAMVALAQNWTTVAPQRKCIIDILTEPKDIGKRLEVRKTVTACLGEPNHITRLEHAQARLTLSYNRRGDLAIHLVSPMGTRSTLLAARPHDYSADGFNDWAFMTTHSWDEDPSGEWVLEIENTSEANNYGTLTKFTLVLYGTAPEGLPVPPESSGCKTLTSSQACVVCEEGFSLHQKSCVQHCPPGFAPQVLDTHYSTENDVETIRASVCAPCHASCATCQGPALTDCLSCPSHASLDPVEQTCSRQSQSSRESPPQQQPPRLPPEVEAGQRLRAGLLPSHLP
PPC-1+TRAIL kill: compounds killing PPC-1 cancer cells with TRAIL present, primary screen, TRAIL potentiator project, ATPLite luminescence, uHTS. PPC-1 cells + TRAIL, ATPLite viability luminescence. cell killing (% activity), % at 4 µM. 220,000 compounds, 0.41% hits;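 active means cell killing above 50% in the first pass at 4 µM, then a duplicate retest at 5 µM averaging 50% or more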;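 further: plate controls were cells with TRAIL plus DMSO for no effect and medium-only wells lacking cells for full effect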
TRPML3 ag: human TRPML3 channel agonists, primary screen, cell-based, HEK293 TRPML3-YFP, Fluo-8 calcium fluorescence, 3 µM | activation, % at 3 µM | Mucolipin-3 (Homo sapiens), Q8TDD5 | 100% = the carbachol control signal | 220,000 compounds, 0.29% hits;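 active means activation above its plate's cutoff, the mean activation of the plate's test wells plus 3 SD, cut at about 12% in these data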;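 further: 0% = DMSO only wells and 100% = carbachol wells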
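Test system – HEK293 line with stable expression of human TRPML3-YFP channel · Control set – carbachol 87 µM final as high control (100%), DMSO as low control (0%) · Signal – Fluo-8 calcium dye fluorescence, ex 470-495, em 515-575 nm · Incubation – 1-h 37 °C dye load, 5-s basal, 120-s post-compound reads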
Cl transport mod: KCC2 cotransporter modulators, thallium flux, primary screen, cell-based, HEK293 KCC2, FluoZin-2 fluorescence, MLSMR. B-score of Tl+ flux slope (higher = more flux/activation; lower = inhibition) at 10 µM. 190,000 compounds, 2.2% hits. Solute carrier family 12 member 5 (Homo sapiens), Q9H2X9. KCC2 cells, thallium flux FluoZin-2 fluorescence;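 active means thallium flux slope and its plate-corrected score both differing from the plate sample mean at a set confidence after two filtering rounds, in either direction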;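 further: slope of fluorescence scaled to starting intensity during 10 to 20 s after thallium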
Calpain2 inh: inhibitors of pig calpain II, primary screen, biochemical, fluorogenic peptide substrate, 1536-well | purified calpain II, 30 min | inhibition, % at 16 µM | 220,000 compounds, 0.37% hits | AID 1236, 2008;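 active means inhibition above about 50%, limit read from the data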
* hit, by the source's call; . = no result given; [ ] = dose if it differs, or a comment.

The line under a structure holds: Cl transport mod	EBV gp42 block	TRPML3 ag	PPC-1+TRAIL kill	Tb hexokinase	Furin inhibitor	Calpain2 inh	thrombin 1536	TRPN1 ag
CN(C)c1ccc(C(=S)N2CCCCCC2)cc1
  .	-11.1	0.8	-11.8	-11.6	-9.5[20 µM]	17.4	1.6	0.8
O=C(C/C=N/OCc1ccccc1F)c1cnc(-c2ccc(Cl)cc2)s1
  .	-10.3	-0.3	19.8	-9.1	-19.7[20 µM]	-4.5	-0.4	3.5
CC12CCC(C(=O)Nc3cc(Cl)ccc3Cl)(C(Br)C1=O)C2(C)C (stereo not drawn)
  -0.271	-3.3	0.4	-2.7	7.3	-13.9	11.2	-2.0	-3.0
CCCN1C(=S)SC(C)(C)C1/[N+]([O-])=C/c1cccnc1 (stereo not drawn)
  0.173	-12.8	0.8	18.9	-3.2	-21.9[20 µM]	-11.6	-4.2	-0.1
Cc1ccccc1NC(=S)NC(NC(=O)N(C)C)C(Cl)(Cl)Cl (stereo not drawn)
  0.723	-3.9	0.0	25.9	4.2	-11.4[20 µM]	17.8	-5.7	-0.3
CCOc1ccc2nc3sc(C(=O)N4CCOCC4)c(N)c3cc2c1
  .	-4.3	1.1	.	-16.7	-21.2	-7.2	-5.7	1.2
CCOC(=O)CCc1c(C)nc(SCCN2CCCC2)c(C#N)c1C
  0.16	1.6	-0.2	6.6	0.0	-4.4	1.9	-2.6	0.3
COC(=O)C1=C(C)N=C2SC(C#N)=C(N)N2C1c1ccc(OC)cc1 (stereo not drawn)
  -0.0612	-14.8	0.3	-9.5	-5.7	-12.4[20 µM]	-223.8	1.8	-0.1
COc1ccc(S(=O)(=O)N2CCOC2CNC(=O)C(=O)NCCc2c[nH]c3ccccc23)cc1C (stereo not drawn)
  -0.926	-14.6	0.3	2.5	-0.3	-7.3	-32.6	3.5	1.8
O=C(OCC(=O)c1cccs1)c1ccc(NC(=O)c2ccco2)cc1
  -1.08	-13.5	1.4	33.5	1.8	-8.9	-34.0	0.2	1.5
COc1ccccc1C(=O)NC(=S)/C=C1/N(C)c2ccccc2C1(C)C
  -0.64	4.8	-0.5	45.6	-8.9	5.0	-3.3	-11.6	-3.7
CCSc1nc2ccccc2n1CCOc1ccccc1
  .	10.0	-1.6	8.1	0.0	-7.5[20 µM]	12.4	-2.9	-1.0
Cc1cc(C2=NNC(=Nc3ccccc3)SC2)c(C)n1C
  -0.738	-9.8	0.7	17.2	-21.8	-30.2	-2.5	1.6	1.2
Cc1cccc(NC(=O)c2csnn2)n1
  0.0115	0.4	0.9	14.0	-3.5	-8.3	-8.6	-8.7	-0.5
O=C(/C=C/c1ccco1)N1CCN(S(=O)(=O)c2cccs2)CC1
  -0.0682	-3.1	1.0	0.5	-5.8	-14.0	9.8	-8.6	0.9
COc1ccc(OC)c(NC(=O)c2cccnc2Sc2ccccc2)c1
  -0.535	-12.1	-1.0	-13.2	5.5	-2.4	19.2	-5.0	-1.0
CC(=O)Nc1ccc(C(=O)c2ccccc2)cc1
  -0.0566	-10.3	0.9	27.2	0.8	-7.3	1.8	-5.0	0.8
O=C1NC(=O)/C(=C\c2ccc(OCc3cccc([N+](=O)[O-])c3)cc2)N1
  0.165	8.2	-1.3	2.7	-6.3	-25.2	-63.6	-9.4	-1.2
Cc1ccc(NC(=O)Cn2c(O)c(N=NC(=O)c3cc4ccccc4cc3O)c3ccccc32)cc1
  1.59	26.8	0.5	5.0	23.2	6.0	-21.7	-9.1	-0.1
Cc1cccc(C(=O)NNC(=O)CN2C(=O)c3ccccc3C2=O)c1
  0.608	-23.1	0.4	-1.6	18.9	-15.7	1.3	0.0	1.5
CCOC(=O)C1CCCN(S(=O)(=O)c2cc(Br)cc3c2N(C(=O)C2CC2)CC3)C1 (stereo not drawn)
  -0.685	-11.2	-0.9	13.4	-0.9	-5.3	-21.3	-6.5	-0.8
O=c1c([N+](=O)[O-])cccn1Cc1cccc(Cl)c1
  0.109	-16.4	-0.1	12.3	-14.2	-0.8	2.8	4.2	1.2
COc1ccc(C)cc1NC(=O)CCN1CC(C)OC(C)C1 (stereo not drawn)
  0.757	0.8	0.9	24.8	7.2	-5.9	16.3	2.3	1.1
N#CC(Cc1ccc(OC(F)F)cc1)c1nc2ccccc2[nH]1 (stereo not drawn)
  -1.6	-3.9	-0.9	10.3	-9.9	-17.0	28.6	19.7	0.5
O=C1CN=C(Nc2cccc(C(F)(F)F)c2)N1C1CCCC1
  -0.448	-2.3	-0.5	-12.2	-0.9	-12.2[20 µM]	-37.4	-10.5	0.3
CC(C)CCNC(=O)NC(=O)COc1ccccc1C#N
  0.0208	-22.4	0.1	-15.2	-2.0	-16.0[20 µM]	3.4	-3.8	-0.2
Cc1noc(C)c1C(=O)N(CC(=O)NC1CCCC1)Cc1ccccc1F
  .	-1.8	0.8	5.6	1.2	-6.7[20 µM]	-38.3	-11.1	0.2
CCOc1ccc2[nH]c(O)c(NC(C)=O)c2c1
  -0.652	-5.9	-0.1	3.1	-7.6	-24.0[20 µM]	0.8	-3.9	0.6
Cc1cccc(N2CCN(C(=O)CS(=O)(=O)Cc3nc(-c4ccccc4F)oc3C)CC2C)c1 (stereo not drawn)
  -2.04	-9.2	-0.3	18.5	-8.0	-14.5	-19.3	1.5	0.9
Cn1c2ccccc2c2c(C(=O)NCC3CCCO3)cn(C3CCCC3)c(=O)c21 (stereo not drawn)
  -0.924	-10.2	0.0	18.4	-6.1	-24.2[20 µM]	-31.6	-5.5	1.6

The line under a structure holds: Cl transport mod	EBV gp42 block	TRPML3 ag	PPC-1+TRAIL kill	Tb hexokinase	Furin inhibitor	Calpain2 inh	thrombin 1536	TRPN1 ag
OCCC1CN(Cc2cccn2-c2ncccn2)CCN1Cc1ccc(F)cc1 (stereo not drawn)
  -0.144	-3.2	-0.6	-9.6	-3.9	-19.9	-14.6	-2.0	1.2
O=C(O)CSCC(=O)c1ccccc1
  1.33	-15.8	1.3	28.2	-0.6	-4.9	-5.2	2.6	0.3
CCOC(=O)c1oc2ccc(S(=O)(=O)n3nc(-c4ccccc4)cc3N)cc2c1C
  .	12.5	-0.4	-28.9	-5.6	-10.7	-63.9	-5.1	0.2
COc1cc(OC)cc(-n2nnnc2SCC(=O)NCCc2ccc(OC)c(OC)c2)c1
  -0.56	-16.2	0.3	.	-3.3	-19.5	14.2	-3.9	1.1
CC(C)=CCC/C(C)=C/C=N/NC(=O)c1ccc([N+](=O)[O-])cc1
  -0.175	-21.6	0.9	-1.7	3.5	-10.2	-6.2	-7.8	-0.3
c1ccc(Cn2nnnc2C(c2cccs2)N2CCCCCC2)cc1 (stereo not drawn)
  -0.449	-6.1	1.1	-10.2	4.1	-15.1[20 µM]	3.4	-1.5	-1.3
Oc1ccc(/C=N/Nc2ncc(Br)cn2)c(O)c1
  -1.11	7.2	-0.8	17.8	-35.1	-7.7	36.2	-9.6	-0.9
O=C(Nc1nccs1)C(=O)c1c[nH]c2ccccc12
  0.267	4.3	0.8	13.5	-17.7	-3.9[20 µM]	16.1	-0.7	0.8
COc1ccc(Oc2nc3c(c(=O)n(C)c(=O)n3C)n2Cc2ccccc2)cc1
  -1.29	-22.9	0.0	-8.3	-3.3	-11.1[20 µM]	-9.9	-4.3	0.5
COC(=O)c1ccc(NCCC(=O)O)cc1
  0.0615	-8.2	0.3	28.7	3.5	-23.9	-23.9	-6.5	0.1
CC1CCCN(C(=O)c2ccc3c(c2)C(=O)N(CCC2=CCCCC2)C3=O)C1 (stereo not drawn)
  -0.183	-0.1	0.8	9.1	9.1	4.4	25.1	-2.5	7.2
O=C1COc2ccc(C(=O)NCc3ccc4c(c3)OCO4)cc2N1
  2.15	-9.0	0.6	6.4	-1.3	-20.7[20 µM]	20.2	2.5	-0.9
COC(=O)c1ccc(C)c(NS(=O)(=O)c2ccc(NC(C)=O)cc2)c1
  -0.103	-19.9	0.7	2.3	4.8	-24.1	0.9	-0.5	1.3
O=C(Nc1nnc(C2CC2)s1)C1Cc2ccccc2CN1S(=O)(=O)c1ccccc1F (stereo not drawn)
  0.0825	-20.7	-1.4	1.1	-16.5	-8.0[20 µM]	18.8	-2.3	-0.8
Cc1oc(C(C)(C)C)cc1C(=O)Nc1ccc(N2CCOCC2)cc1
  -0.607	-12.1	-1.1	20.7	1.6	-10.8	-6.3	0.0	-2.9
O=C(C1=C[C@H](c2ccc(C(F)(F)F)cc2)C[C@H](OCc2ccc(CO)cc2)O1)N1CCN(Cc2ccccc2)CC1
  0.655	-4.1	-0.1	13.2	-6.2	4.9	29.9	-7.1	-0.6
CCC(=O)NC(=S)NNC(=O)c1ccc(OC)cc1
  1.02	-5.2	0.1	15.8	-2.2	-22.6[20 µM]	8.5	2.5	0.3
CCC1CCCCN1C(=O)CCc1nnc(C2CCCCC2)o1 (stereo not drawn)
  -0.0863	-1.5	0.8	18.2	-5.1	-15.1	-21.9	3.6	2.8
CCn1c(-c2csc(-c3ccc(Cl)cc3)n2)n[nH]c1=S
  1.16	-10.5	0.5	-12.0	-13.9	-20.2[20 µM]	-9.5	-12.2	-0.5
CCc1cccc(NC(=O)Cc2ccc([N+](=O)[O-])cc2)c1
  0.484	-5.0	-0.6	20.1	-0.9	-7.1	22.2	29.3	-0.8
CCN1C(=O)C(O)(CC(=O)c2cc(C)ccc2C)c2ccccc21 (stereo not drawn)
  0.0288	-3.4	-0.9	27.4	-2.7	-1.8	-38.6	-16.1	1.0
O=C(Nc1ccon1)c1cc2c(s1)CCCCCC2
  .	2.4	-1.4	10.9	6.5	-8.2[20 µM]	-20.8	-3.8	-0.7

Ordered by number of heavy atoms (ascending): some entries from above
The line under a structure holds: Cl transport mod	EBV gp42 block	TRPML3 ag	PPC-1+TRAIL kill	Tb hexokinase	Furin inhibitor	Calpain2 inh	thrombin 1536	TRPN1 ag
CC(=O)Nc1ccc(C(=O)c2ccccc2)cc1
  -0.0566	-10.3	0.9	27.2	0.8	-7.3	1.8	-5.0	0.8
COc1ccc(C)cc1NC(=O)CCN1CC(C)OC(C)C1 (stereo not drawn)
  0.757	0.8	0.9	24.8	7.2	-5.9	16.3	2.3	1.1
COC(=O)C1=C(C)N=C2SC(C#N)=C(N)N2C1c1ccc(OC)cc1 (stereo not drawn)
  -0.0612	-14.8	0.3	-9.5	-5.7	-12.4[20 µM]	-223.8	1.8	-0.1

Screens deposited in PubChem by several laboratories.
